TCR act: activates T cell receptor signaling. primary human leukocytes, anti-CD3, IL-2 HTRF, 48 h. Potency, µM (highest dose often 9.22 µM), for the others: top-dose activation of IL-2 secretion, usual class: activators. 330,000 tested, under 10 active; note: % of control where 0% means no effect
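IL-2 release read by HTRF sandwich (Eu cryptate donor, d2 acceptor, 665 nm emission) after 48 hr exposure of primary human leukocytes to compound together with anti-CD3 beads in the absence of co-stimulatory signals.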
Eya2 phos inh: inhibitors of human Eya2 phosphatase activity; O00167; recombinant Eya2, OMFP fluorescence dephosphorylation (OMFP is methylfluorescein phosphate); Potency, µM (top dose mostly 76.9 µM), inactives show at the top dose activity, negative = inhibition, most hits filed as inhibitors; 330,000 compounds, 0.006% hits; AID 488837; note: potency is the fitted concentration of half-maximal effect; % is set by controls: 0 for no effect and ±100 for the full control effect
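Eya2 protein (added as 0.2 uM solution) was preincubated with compound for 10 min at ambient temperature in 50 mM HEPES pH 7.5, 50 mM NaCl, 5 uM MgCl2, 0.05% BSA, 1 mM DTT. OMFP (added at 50 uM) then reacted 10 min; fluorescence read at 485/525 nm.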
Mito fusion act: mitochondrial division inhibition or fusion activation. S. cerevisiae fusion-defective mutant growth rescue, CellTiterGlo 48 h. Potency, µM (titrated, usually from 46.1 µM), inactives show top-dose growth rescue (activation), usual class: activators. 320,000 compounds, 0.23% hits;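 note: potency is the fitted concentration of half-maximal effect; % of control where 0% means no effect; nearly all actives have a fitted effect of over 45% in size; temperature-sensitive fusion mutants such as fzo1-1 at 37 °C on non-fermentable ethanol glycerol medium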
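S. cerevisiae fusion-defective temperature-sensitive mutants (e.g. fzo1-1, mgm1-5) grown 48 h at 37C in YPEG (ethanol/glycerol non-fermentable) medium with 23 nl compound per well; growth rescue read as CellTiterGlo luminescence.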
KCNH2 3.1 block: inhibitors of human KCNH2 3.1 potassium channel isoform. activity change, % (tested at about 1.8 µM). 340,000 compounds, 0.95% hits. AID 720553. U2OS KCNH2 3.1, thallium flux FluxOr; stronger effect = lower value;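 active = maximum activity change below -70%; inconclusive = maximum activity change from -70% to -50%; inactive = maximum activity change above -50%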;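 note: thallium influx rate constant from kinetic fluorescence after stimulation buffer; % is set by controls: 0 for no effect and ±100 for the full control effect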
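Virally transduced U2OS (3.1 isoform, 4 h infection in dark at RT) → overnight 37 C → FluxOr + Red40 in HBSS/HEPES, 45 min → stimulation buffer, 2 min kinetic read → rate constant vs DMSO controls.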
TRPV1 ag: activates the human vanilloid receptor TRPV1; 320,000 compounds, 0.19% hits; AID 540275; TRPV1-expressing cells, Fluo-8 calcium influx, agonist mode; activation, % at 8.33 µM; in the data active = activation above about 80%; inconclusive = between about 30% and that limit; note: 0% is about no effect
Target sequence (Q8NER1 whole entry, looked up): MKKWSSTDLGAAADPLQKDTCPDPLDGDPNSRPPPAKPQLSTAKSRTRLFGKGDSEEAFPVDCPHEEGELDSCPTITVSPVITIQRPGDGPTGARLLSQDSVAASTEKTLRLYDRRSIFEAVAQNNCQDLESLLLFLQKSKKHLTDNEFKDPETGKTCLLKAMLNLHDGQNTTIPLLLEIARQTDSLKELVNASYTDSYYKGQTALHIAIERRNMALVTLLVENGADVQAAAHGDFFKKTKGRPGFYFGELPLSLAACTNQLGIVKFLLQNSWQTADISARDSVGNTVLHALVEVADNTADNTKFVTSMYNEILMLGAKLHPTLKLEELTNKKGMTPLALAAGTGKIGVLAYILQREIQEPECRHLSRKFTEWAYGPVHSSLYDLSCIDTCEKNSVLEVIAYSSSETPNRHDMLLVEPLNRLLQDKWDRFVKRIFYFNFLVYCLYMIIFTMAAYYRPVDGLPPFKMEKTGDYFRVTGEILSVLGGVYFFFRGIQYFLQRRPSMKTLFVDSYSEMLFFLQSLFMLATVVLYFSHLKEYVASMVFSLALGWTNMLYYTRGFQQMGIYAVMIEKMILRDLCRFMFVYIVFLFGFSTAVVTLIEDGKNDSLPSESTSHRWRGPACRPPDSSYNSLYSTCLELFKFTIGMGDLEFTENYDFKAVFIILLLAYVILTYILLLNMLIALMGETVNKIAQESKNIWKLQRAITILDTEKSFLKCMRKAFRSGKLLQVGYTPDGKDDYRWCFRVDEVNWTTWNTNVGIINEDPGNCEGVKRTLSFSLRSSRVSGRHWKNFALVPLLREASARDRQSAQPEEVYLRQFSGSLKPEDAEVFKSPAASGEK
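TRPV1-expressing cells were cultured overnight at 35.5C and loaded with Fluo-8 calcium dye for 40 to 90 min at room temperature. After a 10 s baseline, compound was added and calcium influx was read kinetically for 3 min (ex 480/em 520 nm).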
ELG1 repair inh: ELG1-dependent DNA repair inhibition | HEK293T ELG1-luciferase reporter, luminescence, 16 h; DNA damage induced by 5-fluorouridine | AID 504467 | Potency, µM (titrated, usually from 46.1 µM), for the others: at the top dose activity change, negative = inhibition, actives largely listed as inhibitors | 330,000 compounds, 2.3% hits; note: potency is the fitted concentration of half-maximal effect; % is set by controls: 0 for no effect and ±100 for the full control effect; nearly all actives have a fitted effect of over 55% in size
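Quantitative HTS, concentration-response format. 2,000 cells/well co-treated with 5-fluorouridine and compound, 16 hr in 5% CO2 at 37 °C; ONE-Glo luminescence read after 30 min.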
TSHR antag: antagonists of human thyroid stimulating hormone receptor; TSHR-expressing cells, TSH-stimulated cAMP HTRF, 2 h; stronger effect = lower value; activity change, negative = inhibition, % at 11.5 µM; 330,000 compounds, 0.2% hits;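 active = activity change below a set negative limit, meaning inhibition stronger than a set level, cut at about -70% in these data; inconclusive = activity change between two set negative limits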; note: % is set by controls: 0 for no effect and ±100 for the full control effect
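TSHR-expressing cells were treated with compounds, then stimulated with TSH at EC80 (4nM final) for 2 hours at 37 deg C. Cellular cAMP was measured by HTRF competition between lysate cAMP and cAMP-d2 for a cryptate-labelled anti-cAMP antibody.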
USP2a inh: USP2a (human) protease inhibition; O75604; USP2 core, Ub-CHOP2 coupled fluorogenic reporter, 485/531; Potency, µM (titrated, usually from 38.3 µM), inactives show at the highest dose activity change, negative = inhibition, hits mostly inhibitors; 330,000 compounds, 0.01% hits; AID 463254;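 note: potency is the fitted concentration of half-maximal effect; plate controls were DMSO wells for no effect and full inhibition by NEM control for full effect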
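Deubiquitinase activity read as fluorescence (485/531 nm) after Ub-CHOP2 cleavage activates the enterokinase reporter on its substrate; USP2 core 10nM, Ub-CHOP2 and substrate 25nM each, 30min compound preincubation then 60min RT; data normalized to NEM, curves fitted.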
AT treatment: candidate therapy for ataxia-telangiectasia. […] A-T fibroblasts, KAP-1 phosphorylation AlphaLISA; neocarzinostatin DNA damage 30 min before lysis. Potency, µM (doses to about 57.5 µM), without a hit: at the top dose activation, usual class: activators. 320,000 compounds, 0.19% hits; note: potency is the fitted concentration of half-maximal effect; % of control where 0% means no effect; nearly all actives have a fitted effect of over 45% in size
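hTERT-immortalized A-T patient fibroblasts ([…]), 500 cells/well in OPTI-MEM, 1% FBS, got compounds for 60 min, then NCS for 30 min at 37C. Lysates were then assayed for phospho-KAP-1 by AlphaLISA (anti-pKAP1 donor, anti-KAP1 acceptor beads), 6 hr at 25C.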
hERG WT inh: blocks the wildtype human KCNH2 potassium channel | U2OS, BacMam KCNH2, thallium flux FluxOr; stronger effect = lower value | activity change, % at 1.84 µM | 340,000 compounds, 0.37% hits | AID 720551;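 active = maximum activity change below -70%; inconclusive = maximum activity change between -70% and -50%; inactive = maximum activity change above -50%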; note: % is set by controls: 0 for no effect and ±100 for the full control effect
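U2OS cells were transduced with wild-type KCNH2 virus (2.03 x 10^8 / mL) for 4 h at room temperature, then cultured overnight at 37 C. Thallium flux was read with FluxOr dye. Rate constants were normalized to DMSO controls.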
The depositor's hits bear a star; ? = inconclusive; nt = not tested or not shown; [ ] = dose if it differs, or a comment. Unless noted, calls come from the whole dose curve; as a rule, active = well fitted curve in the direction sought with a large enough effect; inconclusive = small, poorly fitted or top-dose-only effect, or another doubt; inactive = no such curve, though single readings can be large; an effect the other way counts as inactive or inconclusive. A portion of the library, so the mix of outcomes need not match the whole.

SMILES	TCR act	Eya2 phos inh	Mito fusion act	KCNH2 3.1 block	TRPV1 ag	ELG1 repair inh	TSHR antag	USP2a inh	AT treatment	hERG WT inh
CCCCNC(=O)Nc1cc(C)on1	-23%	-11%	0%	-22	-2	?	nt	-4%	nt	-5
Cn1c(SCCCC(=O)c2ccc(Br)cc2)nnc1-c1ccncc1	2%	12%	-1%	-15	-1	?	-13	3%	-2%	-13
Cn1c(N)c(C(=O)COC(=O)C2CCN(S(=O)(=O)c3cccs3)CC2)c(=O)n(C)c1=O	0%	7%	1%	32	1	-5%	-6	10%	-18%	0
OCCC1CN(CC2CC2)CCN1Cc1ccc(F)c(F)c1 (centres undefined)	9%	0%	0%	-11	4	-3%	-8	3%	4%	-2
CCCN1Cc2cccc(C(=O)Nc3ccc4c(c3)OCCO4)c2C1=O	-2%	8%	4%	2	nt	-4%	-8	0%	16%	-8
COc1ccc(OCC(=O)N2CCOCC2)cc1	1%	-20%	-3%	10	2	25%	-7	-1%	0%	-19
CC(=O)N1CCN(Cc2nc3ccc(Cl)cc3n2CCO)CC1	0%	-7%	2%	9	-2	16%	-2	0%	-1%	-5
CC(C)c1csc(CN2CCC(N3CCC(C(=O)N4CCOCC4)CC3)CC2)n1	1%	-2%	-2%	2	1	6%	-2	3%	-3%	6
COc1ccc(CC(=O)Nc2ccccc2N2CCOCC2)cc1OC	4%	11%	5%	1	3	-12%	-3	3%	-1%	10
COc1ccccc1NC(=O)COc1ccccc1C(=O)c1cnn(-c2ccccc2)c1	6%[46.1 µM]	-2%	26%	-8	-2	0%	-12	-1%	3%	7
CCOc1ccc(S(=O)(=O)N(CC(=O)NCC2CCCO2)c2ccc(F)cc2)cc1 (centres undefined)	-25%	-6%	3%	1	3	6%	-1	-1%	2%	-1
CC(=O)NCc1ccc(-c2csc(N)n2)s1	nt	6%	-3%	3	1	23%	20	-5%	13%	-8
CCOc1ccc(CN(C)CC(=O)Nc2cc(C)c(C)cc2[N+](=O)[O-])cc1	-1%	2%	-7%	2	19	?	9	0%	2%	4
Cc1ccc(C)c(NC(=O)COC(=O)c2ccc[n+]([O-])c2)c1	3%[46.1 µM]	6%	nt	4	nt	7%	12	2%	-5%	-17
Cc1[nH]c(=O)[nH]c(=O)c1S(=O)(=O)N1CCC(C(=O)NC(C)c2ccccc2)CC1 (centres undefined)	1%	-3%	-4%	6	0	7%	-1	4%	-6%	1
CC1CCCC(C)N1C(=O)COC(=O)/C=C/c1ccc(Br)o1 (centres undefined)	6%	-9%	nt	3	nt	-6%	nt	2%	3%	-1
COc1ccc(C2=NS(=O)(=O)N(C)C(C(=O)NC3CCCC3)=C2)cc1	3%	1%	3%	-11	1	2%	-10	1%	0%	4
Cc1ccc(S(=O)(=O)c2c(N)n(Cc3ccco3)c3nc4ccccc4nc23)cc1	1%	-10%	5%	-32	8	-11%	-6	5%	32µM*	7
O=C(NC1CCSc2ccccc21)c1ccc(F)cc1 (centres undefined)	-11%	-2%	3%	-3	24	4%	-7	0%	2%	6
C=C(C)[C@H]1CC=C(C)C(=O)C1	4%	5%	-5%	10	-1	14%	5	2%	-6%	-9
COc1ccc(C2=NN(C(=O)CSc3nccn3C)C(c3ccco3)C2)cc1 (centres undefined)	3%	1%	nt	26	nt	-29%	17	2%	-3%	-4
COc1ccc(NC(=O)/C(=C\c2ccc(OS(=O)(=O)c3ccc(C)cc3)cc2)NC(=O)c2ccccc2)cc1	-3%	10%	-6%	-27	2	9%	25	-6%	?	-3
O=S1(=O)CCN(C(CO)c2ccccc2)CC1 (centres undefined)	-2%	12%	10%	24	2	13%	12	-1%	-1%	8
Cn1c(N)c(C(=O)CSc2nnc(C3CC3)n2-c2ccccc2)c(=O)[nH]c1=O	-3%	nt	nt	7	nt	0%	-3	4%	1%	-3
CC1C2(C)OC(=N)C(C#N)(C(C)O2)C1(C#N)C#N (centres undefined)	1%	10%	-4%	3	-2	-10%	-6	7%	-4%	-7

For reference, part of the list above.
SMILES	TCR act	Eya2 phos inh	Mito fusion act	KCNH2 3.1 block	TRPV1 ag	ELG1 repair inh	TSHR antag	USP2a inh	AT treatment	hERG WT inh
CCCCNC(=O)Nc1cc(C)on1	-23%	-11%	0%	-22	-2	?	nt	-4%	nt	-5
Cn1c(SCCCC(=O)c2ccc(Br)cc2)nnc1-c1ccncc1	2%	12%	-1%	-15	-1	?	-13	3%	-2%	-13
Cn1c(N)c(C(=O)COC(=O)C2CCN(S(=O)(=O)c3cccs3)CC2)c(=O)n(C)c1=O	0%	7%	1%	32	1	-5%	-6	10%	-18%	0

Additional results
SMILES	TCR act	Eya2 phos inh	Mito fusion act	KCNH2 3.1 block	TRPV1 ag	ELG1 repair inh	TSHR antag	USP2a inh	AT treatment	hERG WT inh
CC1=NN(C(=S)Nc2ccccc2)C(c2ccccc2)C1 (centres undefined)	8%[46.1 µM]	9%	20%	-8	0	?	2	0%	3%	3
Cc1ccc(C(=O)NCC(=O)N2CCCCCCC2)cc1	2%	15%	-1%	-2	5	?	5	0%	7%	-18
COc1ccc(CN(C)C(=O)C(Cc2ccccc2)NC(=O)c2ccccc2)cc1F (centres undefined)	0%	-3%	7%	-13	?	15µM*	-13	1%	2%	-22
Cc1ccc(S(=O)(=O)NNC(=O)Nc2ccccc2F)c(C)c1	-6%	-1%	0%	-4	5	3%	-9	-1%	23%	2
COc1ccc(C(=O)Nc2ccc(NC(C)=O)cc2)cc1S(=O)(=O)N1CCCCC1C (centres undefined)	4%	21%	-2%	-4	1	12%	9	-1%	2%	-2
CC(C)C[C@H](NC(=O)OC(C)(C)C)C(=O)N1CCC(C(=O)N[C@@H](Cc2ccccc2)C(=O)O)CC1	-1%	-9%	-1%	4	-3	0%	5	0%	-9%	4
O=C(c1ccccc1)N1CCN(C2CC3CCC2C3)CC1 (centres undefined)	-4%	2%	-9%	21	6	8%	6	0%	1%	3
CC1CCCCN1C(=O)/C=C/c1ccccc1[N+](=O)[O-] (centres undefined)	-3%	-8%	-2%	6	26	-8%	-23	2%	6%	-2
N#Cc1ccc(CN2CCN(c3ccc(S(=O)(=O)N4CCCC4)cn3)CC2)cc1	-2%	-6%	1%	-15	2	5%	-23	3%	-2%	15
C=C(C)Cn1c(SCC(=O)O)nnc1-c1ccc(C(C)(C)C)cc1	7%	5%	-8%	-5	-1	-16%	-9	-1%	-2%	23
O=Cc1cc(CCC(=O)O)ccc1O	0%	-4%	-4%	14	-4	9%	0	-2%	-21%	2
Cc1cc(C(=O)Nc2nc(-c3ccccn3)cs2)ccc1[N+](=O)[O-]	-1%	-4%	-2%	-2	10	?	-8	-6%	-3%	-4
CC(C)NS(=O)(=O)c1ccc(OCC(=O)Nc2ccc(F)cc2F)cc1	nt	-5%	-1%	11	0	-17%	-4	3%	-2%	22
Cc1cccc(C)c1NC(=O)CNC(=O)C1COc2ccccc2O1 (centres undefined)	nt	4%	2%	-6	0	17%	-5	3%	3%	13
CCOC(=O)c1ccc(N2C(=O)C(CC(N)=O)N(NC(=O)c3cccc(F)c3)C2=S)cc1 (centres undefined)	-3%	4%	11%	-6	20	-5%	1	3%	-2%	3
COc1cc(C(=O)OCCCc2cc3ccccc3c(=O)o2)cc(OC)c1OC	4%	2%	-14%	-12	3	?	-6	0%	-5%	-16
COc1cccc(C(=O)Nc2cccc(OCC(=O)c3ccccc3)c2)c1	-2%	7%	5%	-29	3	?	-21	1%	4%	1
CC(=O)N/C(=C\c1ccccc1)C(=O)OCC(=O)NC1CCCC1	3%[46.1 µM]	-2%	0%	-24	3	3%	-4	2%	0%	-20
COc1ccc(/C=N/NC(=O)c2ccn[nH]2)cc1Cn1nc(C)c([N+](=O)[O-])c1C	-2%	13%	3%	-11	-4	16%	-5	7%	?	4
COc1ccc(C(=O)CCC(=O)NCCc2ccccc2F)cc1	-3%	13%	14%	-5	12	-1%	10	4%	-8%	-1
NC(=O)c1cc([N+](=O)[O-])ccc1N1CCN(Cc2ccccc2)CC1	-1%	3%	-1%	-38	-5	-13%	-4	0%	4%	29
CC(C)(C)C(=O)NC(=S)N1CCc2ccccc21	3%	-6%	2%	-13	2	-7%	-7	8%	-3%	-1
CCc1cccc(CC)c1NC(=O)C1CN(S(=O)(=O)c2ccccc2)CCN1S(=O)(=O)c1ccccc1 (centres undefined)	-2%[46.1 µM]	0%	7%	3	1	-23%	11	3%	2%	-2
CSc1ccc(/C=N/N2CCN(Cc3ccc(Cl)cc3)CC2)cc1	-9%	-13%	-1%	1	0	?	4	-2%	-2%	-19
Cc1cc(C)n2nc(C(=O)OCC(=O)N(C)CC(=O)Nc3ccc(F)cc3)nc2n1	nt	-30%	-1%	11	-2	1%	7	4%	-1%	-2
Cc1cc(C)cc(OCC(=O)N(Cc2ccco2)c2c(N)n(Cc3ccccc3)c(=O)[nH]c2=O)c1	nt	-1%	-4%	4	-1	8%	0	4%	1%	5
